# Source: PubChem BioAssay
# Rac1 wt modul = alters GTP binding to wildtype human Rac1; P63000; GST-Rac1 beads, fluorescent GTP binding, flow cytometry; actives lie on both sides; 0 = cold GTP competed, 100 = untreated; GTP binding activity (% of control), % at 10 µM; 190,000 tested, 0.27% active;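 active = GTP binding activity at least 20 points away from the 100% control level, either lower or higher; inconclusive = compound flagged as likely green fluorescent, judged across all proteins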
# Cdc42 wt GTP = changes GTP binding to wildtype human Cdc42 | P60953 | GST-Cdc42 beads, Bodipy-GTP binding, flow cytometry; actives lie on both sides | percent activity (GTP binding), % at 10 µM | 190,000 tested, 0.2% active;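 active = percent activity GTP binding at least 20 points away from the 100% baseline, either down as inhibitor or up as activator; inconclusive = compound flagged as likely green fluorescent from well-wide comparison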;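 note: median bead fluorescence of bound Bodipy-FL-GTP at 100 nM; 0% = excess unlabeled GTP control and 100% = no compound control; below 100% means less GTP binding so inhibitor and above means activator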
# Target sequence (P60953 whole entry, looked up): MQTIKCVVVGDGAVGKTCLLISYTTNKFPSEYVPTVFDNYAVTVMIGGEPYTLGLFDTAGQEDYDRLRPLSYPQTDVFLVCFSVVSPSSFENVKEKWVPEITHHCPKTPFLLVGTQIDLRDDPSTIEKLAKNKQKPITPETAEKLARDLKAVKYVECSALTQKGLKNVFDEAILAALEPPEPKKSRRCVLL
# Rab2 wt GTP = changes GTP binding to wildtype dog Rab2A, up or down. P61105. GST-Rab2 wt beads, Bodipy-GTP binding, flow cytometry. GTP binding activity, % at 10 µM. 190,000 tested, 0.19% active. AID 760;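 active = GTP binding activity at least 20 points away from 100%, either lowered or raised; inconclusive = signal likely due to the compound's own green fluorescence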;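 note: 0% = beads with excess unlabeled GTP and 100% = no-compound control corrected for plate trend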
# Bim-Bcl-XL = inhibitors of Bim-Bcl-XL interaction, human. inhibition, % at 10 µM. Q07817. 190,000 tested, 0.04% active. AID 1007. Bim peptide-Bcl-XL binding, bead flow cytometry, fluorescence
# Target sequence (Q07817 whole entry, looked up): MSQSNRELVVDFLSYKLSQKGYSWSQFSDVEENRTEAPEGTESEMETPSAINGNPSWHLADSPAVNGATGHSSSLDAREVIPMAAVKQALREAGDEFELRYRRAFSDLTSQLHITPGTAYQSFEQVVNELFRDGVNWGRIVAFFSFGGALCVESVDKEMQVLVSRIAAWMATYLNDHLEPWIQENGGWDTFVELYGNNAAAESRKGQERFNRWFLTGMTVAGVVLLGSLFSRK
# HRas wt GTP = changes GTP binding to wildtype human HRas; P01112; GST-Ras wt beads, Bodipy-FL-GTP binding, flow cytometry; actives lie on both sides; GTP binding activity, % at 10 µM; 190,000 tested, 0.14% active;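 active = GTP binding activity at least 20% away from the 100% baseline, either lowered as inhibitor or raised as activator; inconclusive = flagged as likely green fluorescent, judged across all proteins in the well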;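 note: 0% = unlabeled GTP competition control and 100% = no-compound control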
# Target sequence (P01112 whole entry, looked up): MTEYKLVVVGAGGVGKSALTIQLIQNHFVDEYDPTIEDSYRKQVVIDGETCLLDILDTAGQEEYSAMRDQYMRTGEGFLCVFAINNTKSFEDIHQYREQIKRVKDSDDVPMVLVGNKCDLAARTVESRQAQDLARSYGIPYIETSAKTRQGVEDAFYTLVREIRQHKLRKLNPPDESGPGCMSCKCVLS
# Rac1 mut GTP = alters GTP binding to activated mutant human Rac1 | P63000 | GST-Rac1 activated beads, fluorescent GTP binding, flow cytometry; actives lie on both sides; 100% means binding = to untreated wells | percent activity (GTP binding), % at 10 µM | 190,000 tested, 0.11% active | AID 764;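 active = GTP binding at least 20 percentage points away from the 100% baseline, in either direction, so actives lie on both sides; inconclusive = Compound likely fluorescent itself, or too few beads counted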
# Bcl-W Bim block = disrupts Bim peptide binding to human Bcl-W; inhibition, % at 10 µM; 190,000 tested, 0.02% active; AID 952; Q92843; bead-based flow cytometry;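 note: 0% = bound tracer without compound and 100% = peptide blocker; higher means less fluorescent Bim peptide bound to Bcl-W beads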
# Target sequence (Q92843 whole entry, looked up): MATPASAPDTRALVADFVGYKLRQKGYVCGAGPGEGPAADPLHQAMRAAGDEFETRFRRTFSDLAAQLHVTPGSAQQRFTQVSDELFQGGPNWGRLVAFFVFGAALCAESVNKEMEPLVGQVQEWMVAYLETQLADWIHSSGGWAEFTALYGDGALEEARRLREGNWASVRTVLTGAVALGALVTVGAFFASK
# Bim-Bfl-1 = inhibitors of Bim-Bfl-1 interaction, human | Q16548 | Bead-based flow cytometry, Bim-Bfl-1 binding inhibition | inhibition, % at 10 µM | 190,000 tested, 0.12% active | AID 1008;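 note: 0% = wells without compound plus tracer and 100% = blocker peptide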
# Rab7 wt GTP bind = dog Rab7 wildtype GTP binding, inhibitors and activators | AID 758 | 190,000 tested, 0.055% active | GST-Rab7 beads, fluorescent GTP binding, flow cytometry; actives lie on both sides; untreated = 100%, excess cold GTP = 0% | GTP binding activity (percent of control), % at 10 µM;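 active = fluorescent GTP binding to Rab7 beads changed by at least 20 points from the 100% baseline, either direction, mostly lower; inconclusive = compound itself probably fluorescent, or too few beads counted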;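 note: median green fluorescence of bound Bodipy-FL-GTP per Rab7 bead population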
# Bcl-B Bim block = disrupts Bim peptide binding to human Bcl-B. Q9HD36. bead-based flow cytometry. inhibition, % at 10 µM. 190,000 tested, 0.073% active;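 note: 0% = tracer peptide without compound and 100% = reference inhibitor peptide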
# Bcl-2 Bim block = disrupts Bim peptide binding to human Bcl-2; P10415; Bead-based flow cytometry, Bim peptide-Bcl-2 binding; inhibition, % at 10 µM; 190,000 tested, 0.06% active; AID 950; in the data active = inhibition above about 40%; inconclusive = no clear call, values can overlap the other calls;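 note: 0% = no compound wells with probe peptide and 100% = reference peptide inhibitor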
# Target sequence (P10415 whole entry, looked up): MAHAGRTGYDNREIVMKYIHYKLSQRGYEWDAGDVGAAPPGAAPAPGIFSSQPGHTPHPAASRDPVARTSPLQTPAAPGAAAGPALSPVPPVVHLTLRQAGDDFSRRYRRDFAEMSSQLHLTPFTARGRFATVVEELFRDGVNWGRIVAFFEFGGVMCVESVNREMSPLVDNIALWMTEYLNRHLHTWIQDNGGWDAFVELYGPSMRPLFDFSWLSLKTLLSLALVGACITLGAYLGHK
# Starred values were filed as active, the others as inactive; ? = inconclusive. Cut-off read from the data, not from the text of the source, unless noted: active = inhibition above about 40%.
Rac1 wt modul	Cdc42 wt GTP	Rab2 wt GTP	Bim-Bcl-XL	HRas wt GTP	Rac1 mut GTP	Bcl-W Bim block	Bim-Bfl-1	Rab7 wt GTP bind	Bcl-B Bim block	Bcl-2 Bim block	Compound
103	100	99	-1	101	99	0	-1	100	-3	-1	O=C1C=C(c2ccc(Cl)cc2)OC2(CCCC2)O1
103	104	106	-3	104	101	-3	-3	97	-1	-5	Cc1ccc(N(CC(=O)NCc2cccnc2)S(C)(=O)=O)cc1C
103	101	99	1	100	101	2	1	99	1	1	CCOC(=O)c1cnn(-c2nc(C)cc(C)n2)c1N
98	100	99	3	99	97	1	-2	96	3	-2	COc1ccc(C2SCC(=O)N2c2c(C)n(C)n(-c3ccccc3)c2=O)cc1 (stereo not given)
103	104	104	0	103	99	-2	-2	101	-3	-5	Nn1c(SCC(=O)N2CCN(S(=O)(=O)c3ccccc3)CC2)nnc1-c1cccs1
101	101	101	-5	101	99	0	1	97	-3	1	O=C(Nc1ccccc1)c1cccc(S(=O)(=O)NCc2ccco2)c1
109	104	101	-10	104	99	7	-13	105	-3	-3	COC(=O)CCn1nnc(-c2cccs2)n1
111	102	101	-1	100	99	1	-1	104	-1	-3	CCCCC1(C)NC(=O)N(CC(=O)Nc2ccc(S(=O)(=O)N3CCOCC3)cc2)C1=O (stereo not given)
98	96	99	-5	99	98	0	-6	101	-3	-1	CCOC(=O)c1cc(-c2ccc(OC)cc2)n(CCC(=O)NCCN2CCC(C)CC2)c1C
107	101	104	0	103	102	0	0	104	-2	0	Cc1nn(Cc2cccc(F)c2)c(C)c1NC(=O)c1c(Cl)cnn1C
105	103	103	1	103	104	-1	0	102	0	-4	CCc1ccccc1Nc1nc(N)nc(COC(=O)c2cccn2C)n1
?	?	?	0	?	?	4	-4	?	-3	-6	CCCCN1CNC(=S)N(c2cc(C)ccc2C)C1
94	97	96	-2	96	96	-3	-3	96	-1	-1	CCCC(=O)Nc1ccc(C(=O)NNC(=O)c2ccco2)cc1
99	98	97	-4	98	98	-2	-3	96	-4	1	C#CCOCCOCCOCCNc1nc(N2CCN(C(=O)[C@H](CCC(=O)O)n3cc(C(N)[C@H](C)CC)nn3)CC2)nc(N2CCN(C(=O)[C@H](Cc3ccc(O)cc3)n3cc(C(N)[C@H](C)CC)nn3)CC2)n1 (stereo not given in full)
103	105	105	-1	105	100	0	0	104	0	2	Clc1ccc(NCn2cncn2)nc1
101	96	99	-3	97	98	-2	-4	97	-2	-2	CCOC(=O)C1(Cc2cccc(Cl)c2)CCCN(C(=O)c2ccc(C)nc2)C1 (stereo not given)
103	104	101	-4	99	97	-4	1	97	-5	-1	Cc1cccc(C(=O)NNC(=O)CCC(=O)Nc2cccc(Cl)c2C)c1
102	101	100	-11	100	99	6	-8	103	-4	-1	O=C(c1cnn2c(C(F)F)cc(-c3ccccc3)nc12)N1CCCc2ccccc21
105	104	101	-4	103	100	-2	-2	98	-6	-1	C[C@@H](C(=O)Nc1ccc2ccccc2c1)[C@H]1C[C@]1(C)[C@H](NC(=O)c1cccnc1)c1ccccc1
97	98	98	-1	98	95	-3	-6	96	-10	-9	CCCCCN(C(=O)NC(=O)Nc1ccccc1C)S(C)(=O)=O
107	104	99	-7	102	101	-2	-25	99	-7	-12	O=C(COC(=O)c1ccc[nH]c1=O)NCC1CCCO1 (stereo not given)
96	98	98	0	97	95	-4	0	97	0	-2	CCOC(=O)c1csc(NC(=O)CSc2nnnn2-c2ccc(OCC)cc2)n1
105	105	103	-4	102	101	2	-13	104	-5	-9	COCc1cc(C)nc(SCC(=O)Nc2cccc(C)c2)c1C#N
98	99	96	-5	96	97	-6	-11	97	-9	-4	Nc1nnc(SCC(=O)OCC(=O)c2ccccc2)s1
104	98	99	0	98	103	0	0	102	0	7	O=C1CCCC2=C1C(c1ccccc1)C1C(=O)c3ccccc3C1=N2 (stereo not given)
96	91	97	-9	96	95	-5	-2	97	-3	-5	CCC(CC)NC(=O)COC(=O)c1cccc(C)c1O
98	98	96	-11	96	97	-5	0	93	-24	-3	CC1CN(c2nnc(NC(=O)c3ccccc3)s2)CC(C)O1 (stereo not given)
111	107	101	-7	105	97	1	-9	102	-10	-5	COc1cccc(C(=O)N2CCN(S(C)(=O)=O)CC2)c1
99	98	97	0	95	96	0	0	96	-2	0	COc1ccc(N2CC(C(=O)Nc3nnc(SCC(=O)NC(C)(C)C)s3)CC2=O)cc1 (stereo not given)
101	100	100	-2	100	98	-5	-1	102	-4	-1	COc1cc(OC)cc(C(=O)N[C@H](C(=O)NC23CC4CC(CC(C4)C2)C3)C(C)C)c1

# Three structures out of the list, arranged by length of the SMILES, falling:
Rac1 wt modul	Cdc42 wt GTP	Rab2 wt GTP	Bim-Bcl-XL	HRas wt GTP	Rac1 mut GTP	Bcl-W Bim block	Bim-Bfl-1	Rab7 wt GTP bind	Bcl-B Bim block	Bcl-2 Bim block	Compound
103	104	101	-4	99	97	-4	1	97	-5	-1	Cc1cccc(C(=O)NNC(=O)CCC(=O)Nc2cccc(Cl)c2C)c1
105	105	103	-4	102	101	2	-13	104	-5	-9	COCc1cc(C)nc(SCC(=O)Nc2cccc(C)c2)c1C#N
96	91	97	-9	96	95	-5	-2	97	-3	-5	CCC(CC)NC(=O)COC(=O)c1cccc(C)c1O

# (further entries)
Rac1 wt modul	Cdc42 wt GTP	Rab2 wt GTP	Bim-Bcl-XL	HRas wt GTP	Rac1 mut GTP	Bcl-W Bim block	Bim-Bfl-1	Rab7 wt GTP bind	Bcl-B Bim block	Bcl-2 Bim block	Compound
104	99	98	-3	104	101	-2	-1	100	-7	-1	Cc1nn(C)cc1CNC(=O)/C=C/c1cnn(C)c1
101	102	100	3	99	98	1	8	97	7	6	CC(=O)NC(C)C12CC3CC(CC(CC(=O)O)(C3)C1)C2 (stereo not given)
99	98	96	-1	98	97	0	-3	96	-1	-4	COc1ccc(S(=O)(=O)N2CCC(c3cc(-c4cccc5ccccc45)n[nH]3)CC2)cc1
89	96	90	-7	95	93	-1	-16	91	-9	-10	CC(C)=CC(=O)NCCc1ccccc1
108	105	99	-6	103	103	2	-9	99	-6	-6	O=C(CCN1C(=O)C2C3C=CC(C3)C2C1=O)Nc1ccc(F)cc1 (stereo not given)
101	101	101	-1	102	101	0	1	99	-1	2	Clc1cccc(Cl)c1-c1nnc2cccc(Cl)n12
104	104	103	-2	103	100	-1	0	99	-3	0	Cc1ccc(S(=O)(=O)N(C)c2cc(S(=O)(=O)N3CCC(C)CC3)c(C)cc2C)cc1
104	102	99	5	99	102	7	3	96	9	6	Cc1cc2c(OCC(O)CNC(C)(C)C)cccc2[nH]1 (stereo not given)
99	104	102	2	102	100	2	-2	104	0	0	CCOC(=O)c1c(C)nc2c(c(SC)nn2-c2ccccc2)c1N
99	97	97	-4	98	96	-2	-8	98	-6	-5	Cc1ccc(S(=O)(=O)NCCC(=O)NCc2ccc3c(c2)OCO3)cc1C
95	94	98	-2	98	93	-1	-10	104	-7	-1	Cn1cnc2c(=O)[nH]cc([N+](=O)[O-])c21
103	100	97	-3	98	97	-2	-1	98	-4	2	CCCCSc1nc2[nH]ncc2c(=O)[nH]1
104	104	101	9	104	100	4	7	102	7	11	Cc1ccc(NC=C(S(=O)(=O)c2ccccc2)S(=O)(=O)c2ccccc2)cc1
103	95	94	-3	97	96	-3	-4	96	-4	-3	Cc1cc(C)cc(NC(=S)/C(=C(\[O-])c2ccc(Cl)s2)[n+]2cccc(C)c2)c1
95	95	94	-2	95	94	-3	-4	98	-1	-1	COC(=O)c1cccc(NC(=O)CSc2nnc(COc3cccc(C)c3)n2C)c1

# A stretch of the results above, as a working copy:
Rac1 wt modul	Cdc42 wt GTP	Rab2 wt GTP	Bim-Bcl-XL	HRas wt GTP	Rac1 mut GTP	Bcl-W Bim block	Bim-Bfl-1	Rab7 wt GTP bind	Bcl-B Bim block	Bcl-2 Bim block	Compound
89	96	90	-7	95	93	-1	-16	91	-9	-10	CC(C)=CC(=O)NCCc1ccccc1
108	105	99	-6	103	103	2	-9	99	-6	-6	O=C(CCN1C(=O)C2C3C=CC(C3)C2C1=O)Nc1ccc(F)cc1 (stereo not given)
101	101	101	-1	102	101	0	1	99	-1	2	Clc1cccc(Cl)c1-c1nnc2cccc(Cl)n12
104	104	103	-2	103	100	-1	0	99	-3	0	Cc1ccc(S(=O)(=O)N(C)c2cc(S(=O)(=O)N3CCC(C)CC3)c(C)cc2C)cc1
104	102	99	5	99	102	7	3	96	9	6	Cc1cc2c(OCC(O)CNC(C)(C)C)cccc2[nH]1 (stereo not given)
99	104	102	2	102	100	2	-2	104	0	0	CCOC(=O)c1c(C)nc2c(c(SC)nn2-c2ccccc2)c1N
99	97	97	-4	98	96	-2	-8	98	-6	-5	Cc1ccc(S(=O)(=O)NCCC(=O)NCc2ccc3c(c2)OCO3)cc1C
95	94	98	-2	98	93	-1	-10	104	-7	-1	Cn1cnc2c(=O)[nH]cc([N+](=O)[O-])c21
103	100	97	-3	98	97	-2	-1	98	-4	2	CCCCSc1nc2[nH]ncc2c(=O)[nH]1
104	104	101	9	104	100	4	7	102	7	11	Cc1ccc(NC=C(S(=O)(=O)c2ccccc2)S(=O)(=O)c2ccccc2)cc1
103	95	94	-3	97	96	-3	-4	96	-4	-3	Cc1cc(C)cc(NC(=S)/C(=C(\[O-])c2ccc(Cl)s2)[n+]2cccc(C)c2)c1
95	95	94	-2	95	94	-3	-4	98	-1	-1	COC(=O)c1cccc(NC(=O)CSc2nnc(COc3cccc(C)c3)n2C)c1

# (listing goes on)
Rac1 wt modul	Cdc42 wt GTP	Rab2 wt GTP	Bim-Bcl-XL	HRas wt GTP	Rac1 mut GTP	Bcl-W Bim block	Bim-Bfl-1	Rab7 wt GTP bind	Bcl-B Bim block	Bcl-2 Bim block	Compound
102	103	105	0	102	101	-4	-5	106	-4	0	COc1ccc(C2=NN(c3nc(C)cc(C)n3)C(=O)C2)cc1
97	98	98	-7	98	99	-3	-4	96	-7	-5	Cc1cc(C(=O)CN2CCC(C)CC2)c(C)n1-c1ccccc1F
105	101	101	0	102	101	3	-13	99	-6	-4	COc1ccc(OC)c(CN2C(=O)CCC2(C)C(=O)NC2CCCCCC2)c1 (stereo not given)
101	101	101	-2	100	99	2	-10	96	-3	-9	COc1ccc(Cl)cc1NC(=O)C1CCCN(c2cc(C)nc3ncnn23)C1 (stereo not given)
96	92	97	-2	96	91	-2	4	100	0	1	CN(C)S(=O)(=O)N1CCCC(C(=O)c2ccc(-c3ccccc3)c(F)c2)C1 (stereo not given)
71*	82	85	0	87	88	6	2	94	-19	1	Oc1ccc(/C=N/NC(=S)N/N=C/c2ccc(O)cc2)cc1
100	100	99	-7	97	98	-6	-9	98	-8	-5	CCN(NC(=O)C(O)(c1ccccc1)c1ccccc1)C(=O)c1ccccc1
100	97	97	0	97	98	4	-5	97	-3	-2	CCOC(=O)c1sc(C)c2c1NC(C)(c1cccs1)NC2=O (stereo not given)
